# Bioassay records (PubChem)
# TRPC4 block: inhibitors of mouse TRPC4 channel; B-score at 10 µM; hit rate 0.39% among 300,000; HEK293 TRPC4beta/mu-opioid, DAMGO-evoked Fluo4 calcium flux; hits give low values;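 active = B-score over 3 SD under the library average, no early fluorescence shift, positive overall ratio signal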
#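 Assay system: HEK293 cells with stable TRPC4beta plus mu-opioid receptor expression. Dosing: single dose. Measured by: Fluo4 Ca2+ flux fluorescence. Also added: DAMGO in two steps, submaximal then maximal. Read-out: B score from integrated Fluo4 fluorescence ratio.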
# TRPC4 act: TRPC4 (mouse) channel activation | Q9QUQ5 | HEK293 TRPC4beta/mu-opioid, Fluo4 calcium fluorescence; hits give high values | B-score at 10 µM | hit rate 0.49% among 310,000;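 active = B-score above 5 SD of library B-scores, and initial fluorescence ratio not above library mean plus 5 SD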;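 also: positive B-score marks a calcium rise read as TRPC4 activation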
#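 Test system: HEK293 cells stably co-expressing mouse TRPC4beta and mu-opioid receptor | Schedule: Fluo4 dye loading 45 min at room temperature, 110 s recording | Measured by: Kinetic Fluo4 calcium fluorescence, 5 s baseline at 1 Hz | Evaluation: B score of integrated ratio | Controls: Buffer (low) and maximal DAMGO (high)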
# TRPC4 PAM: allosteric potentiators of mouse TRPC4 channel; Q9QUQ5; HEK293 TRPC4beta/mu-opioid, DAMGO EC20, Fluo-4 Ca2+ flux; hits give high values; B-score at 10 µM; hit rate 0.42% among 310,000; AID 2227;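 active = B-score of calcium response area above 5 SD of library B-scores, with initial fluorescence ratio within 5 SD of library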;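 also: B-score of integrated fluorescence ratio over time as area under calcium response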
# TRPC6 inh: inhibitors of mouse TRPC6 channel; Q61143; HEK293-TRPC6, membrane potential dye, ACh-evoked depolarization; hits give low values; B-score at 10 µM; hit rate 1.1% among 310,000; AID 2553;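 active = B-score under library mean minus 3 SD, initial fluorescence not abnormally high, positive integrated signal ratio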;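 also: B-score derived from integrated fluorescence ratio over the kinetic read; more negative B-score means stronger inhibition of depolarization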
# ANO1 activ: mouse TMEM16A channel activation, primary screen; Q8BHY3; HEK293 TMEM16A/YFP-H148Q/I152L, iodide quench fluorescence; hits give low values; B-score at 10 µM; hit rate 0.3% among 340,000; AID 623877;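 active = fluorescence-ratio B-score plate-corrected deviation score at least 3 library SD below zero, with starting fluorescence score within 5 deviations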;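 also: channel opened by trigger with iodide after compound preincubation; score built on the fluorescence ratio of max minus min over baseline; more negative score means more quench and so TMEM16A activation or potentiation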
# MrgX1 antagonist: blocks BAM8-22 activation of human MrgX1 receptor | MRGX1-HEK293 calcium flux, Fluo-4, BAM8-22 antagonism; hits give low values | B-score at 10 µM | hit rate 1.3% among 310,000;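 active = calcium-response B-score plate-corrected more than 3 library SD below zero, starting fluorescence within 5 deviations, no agonist response on first addition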;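 also: peak minus trough fluorescence over baseline after final BAM8-22 challenge near maximal dose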
# Target sequence (Q96LB2 whole entry, looked up): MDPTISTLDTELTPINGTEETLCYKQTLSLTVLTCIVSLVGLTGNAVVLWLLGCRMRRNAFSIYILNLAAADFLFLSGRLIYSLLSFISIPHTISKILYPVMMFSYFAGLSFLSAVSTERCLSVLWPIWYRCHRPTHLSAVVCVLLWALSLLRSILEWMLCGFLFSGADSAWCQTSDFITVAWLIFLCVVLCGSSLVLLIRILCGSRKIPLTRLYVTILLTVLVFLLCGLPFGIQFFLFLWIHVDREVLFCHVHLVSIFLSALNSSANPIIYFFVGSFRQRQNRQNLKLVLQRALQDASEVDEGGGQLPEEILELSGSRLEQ
# MrgX1 allo act: allosterically activates human MrgX1 receptor signaling; Q96LB2; MrgX1-HEK293, Fluo-4 calcium flux, FDSS; hits give high values; B-score at 10 µM; hit rate 0.63% among 310,000; AID 588675;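 active = plate-corrected calcium response at least 3 library SD above typical, normal starting fluorescence, not activating the receptor alone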;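 also: compound read alongside a low EC10 to EC30 dose of BAM8-22 agonist; peak minus trough fluorescence over baseline measured at the second addition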
# SKKanGAS inh: SKKanGAS growth inhibition; S. pyogenes SKKanGAS, kanamycin growth, BacTiter-Glo, 6 h; inhibition, % at 7.5 µM; hit rate 1.3% among 300,000; AID 1662;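 active = mean replicate score, as percent of positive control median, at least 50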;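 also: strain carries kanamycin resistance gene driven by streptokinase promoter and grows in 40 µg/ml kanamycin; loss of luminescence reflects streptokinase promoter inhibition or plain growth inhibition; 0% = median of DMSO wells and 100% = positive control at its reference dose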
# TMEM16A inh: mouse TMEM16A channel inhibition, primary screen. Q8BHY3. HEK293 TMEM16A/YFP iodide influx fluorescence, ionomycin. normalized B-score (activity score, 25-100; higher = stronger inhibition) at 10 µM. hit rate 1.2% among 310,000. AID 588511;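 active = ratio plate-corrected score three or more library SD toward inhibition, starting fluorescence score within five deviations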;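 also: score derived from kinetic fluorescence span divided by baseline fluorescence per well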
# MrgX1 agonist: human MrgX1 receptor agonism, primary screen. Q96LB2. MrgX1-HEK293 cells, Fluo-4 calcium fluorescence, agonist mode; hits give high values. B-score at 10 µM. hit rate 0.44% among 310,000. AID 588627;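 active = calcium response B-score plate-corrected fluorescence ratio at least 3 library SD, with starting fluorescence B-score inside 5 SD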
#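 Material: MrgX1-expressing HEK293 cells; input: 15,000 cells per well; doses: test compound given as first of three sequential additions; schedule: overnight plating before 1 h dye loading; technique: Fluo-4 NW calcium-flux fluorescence, kinetic read; evaluation: baseline-normalised fluorescence change ratio, B-scored; control set: plate-wise positive and negative controls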
# TRPC6 activator: activates the mouse TRPC6 cation channel. B-score at 10 µM. hit rate 0.13% among 310,000. Q61143. AID 2550. HEK293-TRPC6 membrane potential dye fluorescence; hits give high values;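 active = B-score of the integrated fluorescence ratio above library mean plus 3 SD, and starting fluorescence ratio within library mean plus 5 SD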;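 also: higher score means more depolarization so channel activation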
# The depositor's hits bear a star; i = inactive; . = not tested or not shown. Rows were taken by chance, and some 6.7% of all compounds hit somewhere here.
# Screens in order: TRPC4 block	TRPC4 act	TRPC4 PAM	TRPC6 inh	ANO1 activ	MrgX1 antagonist	MrgX1 allo act	SKKanGAS inh	TMEM16A inh	MrgX1 agonist	TRPC6 activator
1: CSCCC(NC(=O)c1ccc(Br)cc1)C(=O)O (centres undefined)
 : i	i	i	i	i	i	i	0	i	i	i
2: COc1ccccc1CNC(=O)c1nnc(Cc2ccc(Cl)cc2)o1
 : i	i	i	i	i	i	i	0	i	i	i
3: N=C1C(c2nc3ccccc3c(=O)[nH]2)=C(O)CN1CCc1ccccc1
 : i	i	i	i	i	i	i	8	i	i	i
4: Cc1cc(C)n2nc3nc(N4CCCCC4)nc(-c4ccco4)c3c2n1
 : i	i	i	i	i	-4.7*	i	3	i	i	i
5: CNc1nnc(-c2cccc(N(C)C)c2)s1
 : i	i	i	i	i	i	i	-6	i	i	i
6: CCCN(CCC)S(=O)(=O)c1ccc(C(=O)O)cc1
 : i	i	i	i	i	i	i	0	i	i	i
7: Cc1c(NC(=O)c2cccc(NC(=O)c3ccco3)c2)cccc1C(=O)O
 : i	i	i	i	i	i	i	-2	i	i	i
8: S=c1[nH]nc([C@@H]2C[C@H]2c2ccccc2)n1-c1ccccc1
 : i	i	i	i	i	i	i	2	i	i	i
9: COc1ccc(CCNC(=O)NC2CCCCC2)cc1OC
 : i	i	i	i	i	i	i	1	i	i	i
10: COc1ccc(-c2noc(CCC(=O)Nc3cc(OC)ccc3OC)n2)cc1
 : i	i	i	i	i	i	i	-5	i	i	i
11: COc1cccc(NC(=S)NN2CCN(C)CC2)c1
 : i	i	i	i	i	i	i	-5	i	i	i
12: CN1CCC(NC(=O)c2cccc(Oc3ccccc3)c2)CC1
 : i	i	i	i	i	i	i	-1	i	i	i
13: N/C(=N\NC(=O)c1cccs1)c1cc2ccccc2oc1=O
 : i	i	i	i	i	i	i	2	i	i	i
14: O=C(Nc1ccccc1)N(C1=NCCCCS1)c1ccccc1
 : i	i	i	i	i	i	i	5	i	i	i
15: Cc1onc(-c2ccccc2)c1C(=O)NNC(=S)NC(=O)c1ccc(Br)cc1
 : i	250*	i	i	i	i	i	125*	100*	86*	i
16: O=C(Cc1cccs1)Nc1cccc(-c2nc3cc4ccccc4cc3[nH]2)c1
 : i	i	i	i	i	i	i	72*	i	i	i
17: CCOC(=O)C1=C(c2ccccc2)N=c2s/c(=C\c3cccc(O)c3)c(=O)n2C1c1cccs1 (centres undefined)
 : i	i	i	i	i	i	i	54*	i	i	i
18: O=C(c1ccc(N2CCCCC2)c([N+](=O)[O-])c1)N(Cc1ccccc1)c1ccccn1
 : i	i	i	i	i	i	i	1	i	i	i
19: COc1ccc(NC(=S)NCCC2=CCCCC2)cc1OC
 : i	i	i	i	i	i	i	-1	i	i	i
20: Cc1nc(-c2cc(C#N)c(Sc3cccc(C(F)(F)F)c3)nc2C)cs1
 : i	i	i	i	i	i	i	-6	i	i	i
21: COc1ccc(-c2cc(C(=O)N3CCN(c4ccc(F)cc4)CC3)no2)cc1
 : i	i	i	i	i	i	i	16	i	i	i
22: COCCNC(=O)C(=O)NCC1OCCCN1S(=O)(=O)c1cccs1 (centres undefined)
 : i	i	i	i	i	i	i	-3	i	i	i
23: COc1ccccc1NC(=O)Nc1nc(CC(=O)Nc2ccc(N(C)C)cc2)cs1
 : i	i	i	i	i	i	i	9	i	i	i
24: Cc1ccc(N=C2CCCN2Cc2ccccc2)c(C#N)c1
 : i	i	i	i	i	i	i	2	i	i	i
25: CSCCC(NC(=O)c1ccccc1Cl)C(=O)NNC(=O)c1ccncc1 (centres undefined)
 : i	i	i	i	i	i	i	-1	i	i	i
26: O=C(NCc1ccccc1)C1CC2CCCC(C1)C2=O (centres undefined)
 : i	i	i	i	i	i	i	-5	i	i	i
27: OCCNc1ncnc2c1c(-c1ccccc1)c(-c1ccccc1)n2Cc1ccco1
 : i	i	i	i	i	i	i	12	i	i	i
28: O=C(CCNS(=O)(=O)c1cccc2nonc12)NC1CCCCC1
 : i	i	i	i	i	i	i	-4	i	i	i
29: COc1cc(/C=N/NC(=O)c2cc3ccccc3cc2O)ccc1OCCN1CCCCC1
 : i	i	i	i	i	i	i	-4	i	i	i
30: Cc1cc(=O)oc2c1ccc1ccccc12
 : i	i	i	i	.	i	i	-4	i	i	i
31: O=c1oc2cc(Oc3c([N+](=O)[O-])cc(C(F)(F)F)cc3[N+](=O)[O-])ccc2c2c1CCCC2
 : i	i	i	i	i	i	i	6	i	i	i
32: CCOc1ccc(NC(=O)N(C2CCCCC2)C(C)c2cccnc2)cc1 (centres undefined)
 : i	i	i	i	i	i	i	-2	i	i	i
33: CSc1ccc(-c2sc(Nc3ccccc3)n[n+]2-c2ccc(F)cc2)cc1
 : i	i	i	i	i	i	i	-4	i	i	i
34: CCn1c(C)nc2cc(C(=O)NNC(=S)Nc3ccc(OC)cc3)ccc21
 : i	i	i	i	i	i	i	-7	i	i	i
35: CC(OC(=O)C1=COCCO1)C(=O)Nc1cccc(S(=O)(=O)N2CCOCC2)c1 (centres undefined)
 : i	i	i	i	i	i	i	6	i	i	i
36: CSCCC(NC(=O)c1ccccc1Br)C(=O)N1CCCC(C(F)(F)F)C1 (centres undefined)
 : i	i	i	i	i	i	i	18	i	i	i
37: O=C1CSC2=NCN(c3ccc4c(c3)OCO4)CN12
 : i	i	i	i	i	i	i	3	i	i	i
38: O=C(Nc1ccc2ccccc2c1)c1cccnc1
 : i	i	i	i	i	i	i	-2	i	i	i
39: CCOc1cccc(NC(=O)CC#N)c1
 : i	i	i	i	i	i	i	1	i	i	i
40: CC(=O)NCCNC(=O)CNC(=O)c1ccc(Cl)cc1
 : i	i	i	i	i	i	i	4	i	i	i
41: Nn1c(SCc2nc3ccccn3c2Br)nnc1-c1cccnc1
 : i	i	i	i	i	i	i	5	i	i	i
42: O=C1Nc2ccccc2/C1=N/N=C/c1cccc(O)c1
 : i	i	i	i	i	i	i	11	i	i	i
43: Cc1cc(C)c(NC(=O)CN2CCN(c3ccccn3)CC2)c(C)c1
 : i	i	i	i	i	i	i	-2	i	i	i
44: CC(=O)Nc1ccc(C(=O)OCc2ccccc2Br)cc1
 : i	i	i	i	i	i	i	4	i	i	i
45: CCCCNc1nc(Cl)nc(Nc2ccc(C)cc2)n1
 : i	i	i	i	i	i	i	-7	i	i	i
46: COc1ccc(O)c(/C=N/n2c(-c3ccco3)csc2=Nc2cccnc2)c1
 : i	i	i	i	i	i	i	-4	i	i	i
47: N=C1C(c2nc3ccccc3s2)=C(O)CN1NC(=O)c1c[nH]c2ccccc12
 : i	i	i	i	i	i	i	2	i	i	i
48: CC(=O)c1cccc(CN2CCN(C3CCCCC3)C(CCO)C2)c1 (centres undefined)
 : i	i	i	i	i	i	i	-6	i	i	i
49: CSc1nsc(SCC(=O)Nc2nc3ccccc3s2)n1
 : i	i	i	i	i	i	i	32	i	i	i
50: c1ccc(-c2cn3c(n2)CCc2ccc4cccnc4c2-3)cc1
 : i	i	i	i	i	i	i	-4	i	i	i
51: C=CCn1c(COc2ccc(Cl)cc2)nnc1SCC(=O)N/N=C/c1ccccc1
 : i	i	i	i	i	i	i	4	i	i	i
52: CNC(=S)Nc1cccc(C(=O)O)c1
 : i	i	i	i	i	i	i	-35	i	i	i
53: C[C@H](NC(=O)OC(C)(C)C)c1nnc(SCC(=O)Nc2ccc(Br)cc2)o1
 : i	i	i	-6.6*	i	i	i	9	i	i	i
54: O=C(CCC(=O)c1ccc(F)cc1)Nc1cccc(C(F)(F)F)c1
 : i	i	i	i	i	i	i	-5	i	i	i
55: Cc1c(-c2ccccc2)nc2ccccc2c1C(=O)Oc1ccc([N+](=O)[O-])cc1
 : i	i	i	i	i	i	i	5	i	i	i
56: CC1(C)Oc2ccc3ccc(=O)oc3c2/C(=C/NC2CCCCC2)C1=O
 : i	i	i	i	i	i	i	21	i	i	i
57: Cc1cc2cc(CNC(=O)c3ccc4c(c3)OCO4)ccc2n1C
 : i	i	i	i	i	i	i	-3	i	i	i
58: COc1ccc(CNC(=O)C2CCC(=O)N(CC3CCCCC3)C2)cc1 (centres undefined)
 : i	i	i	i	i	i	i	1	i	i	i
59: Cc1ccc(-c2nnc(SCc3nc(N)nc(Nc4ccccc4C)n3)n2N)cc1
 : i	i	i	i	i	i	i	5	i	i	i
60: O=C(NC1CCCCCCC1)c1cc([N+](=O)[O-])ccc1Cl
 : i	i	i	i	i	i	i	7	i	i	i

# More structures
# Screens in order: TRPC4 block	TRPC4 act	TRPC4 PAM	TRPC6 inh	ANO1 activ	MrgX1 antagonist	MrgX1 allo act	SKKanGAS inh	TMEM16A inh	MrgX1 agonist	TRPC6 activator
61: COc1ccccc1OCC(=O)Nc1cccc(-c2nc3ccccc3o2)c1
 : i	i	i	i	i	i	i	-15	i	i	i
62: CC1Cc2ccccc2N1C(=O)CCNS(=O)(=O)c1ccc2c(c1)CCC(=O)N2 (centres undefined)
 : i	i	i	i	i	i	i	10	i	i	i
63: Cc1ccc(C(=O)N2CCCC2)cc1S(=O)(=O)N1CCCCC1
 : i	i	i	i	i	i	i	-1	i	i	i
64: Cc1ccc2c(O)c(C)c(=O)[nH]c2n1
 : i	i	i	i	i	i	i	-4	i	i	i
65: CC(=O)Nc1ccc(S(=O)(=O)NNC(=O)c2cccc3ccccc23)cc1
 : i	i	i	i	i	i	i	-4	i	i	i
66: O=C(CSc1nc2ccccc2s1)NC1CCCC1
 : i	i	i	i	i	i	i	-12	i	i	i
67: CCn1nc(NC(=O)c2cccs2)c2cc3ccccc3nc21
 : i	i	i	i	i	i	i	-2	i	i	i
68: CN1CCN(C2CC(=O)N(CCc3ccccc3)C2=O)CC1 (centres undefined)
 : i	i	i	i	i	i	i	-6	i	i	i
69: COc1ccc(C(=O)O/N=C(\N)c2ccccn2)cc1
 : i	i	i	i	i	i	i	4	i	i	i
70: O=C(O[C@@H]1Cc2c(O)cc(O)cc2O[C@@H]1c1cc(O)c(O)c(O)c1)c1cc(O)c(O)c(O)c1
 : i	i	i	i	.	.	.	3	.	.	i
